SIAE inh: human SIAE inhibitors, primary screen, biochemical, fluorescence polarization, FP-Rh probe, 1536-well HTS. Sialate O-acetylesterase (Homo sapiens), Q9HAT2. inhibition, % at 9.66 µM. SIAE FP-Rh probe binding. AID 1053197, 2014. hit rate 0.69% among 370,000;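 active = inhibition above a cutoff: mean of compounds within the control limits plus 3 SD of those, cut at about 17% in these data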;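 note: 0% = plate median of compound wells and 100% = probe without SIAE protein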
Tn6 DDE FP: inhibitors of Tn6 peptide binding to fibrin DD(E), primary screen, biochemical, fluorescence polarization, human fibrin, Tn6 probe; Fibrin DD(E) TRITC-Tn6 fluorescence polarization displacement; inhibition, % at 8.3 µM; hit rate 0.21% among 370,000;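 active = inhibition above a per-campaign cutoff: mean of compounds within control limits plus 3 SD, cut at about 15% in these data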;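 note: 0% = median of all compound wells on the plate and 100% = blocking peptide control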
TCR-CD3 inh: inhibitors of human TCR-CD3 interaction, primary screen, biochemical, fluorescence, TAMRA-labeled TCR probe; inhibition, % at 9.4 µM; hit rate 0.37% among 360,000; in the data active = inhibition above about 19%;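 note: recombinant mutant TCR 2C K166C tagged with TAMRA read by polarization; 0% = receptor in buffer alone and 100% = receptor with positive control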
DDE Tn7 FP inh: inhibitors of Tn7 peptide binding to fibrin DD(E), primary screen, biochemical, fluorescence polarization, human fibrin, Tn7 probe | Fibrinogen beta chain (Homo sapiens), P02675 | FP displacement of FITC-Tn7 peptide from fibrin DD(E); 0% = median of compound wells per plate | inhibition, % at 8.3 µM | hit rate 0.13% among 370,000 | AID 720508, 2013;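 active = inhibition above the mean of compounds falling within the control limits plus 3 SD of them, cut at about 14% in these data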;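 note: 0% = plate median of compound wells and 100% = 10 µM Aha-Tn7 peptide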
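Assay system: Human fibrin DD(E) protein | Medium: Tris buffer with calcium and detergent, pH 7.8 | Reagent: 0.1 µM fluorescent Tn7 | Compound dosing: Single point at 8.3 µM | Times: 10 min preincubation, 3 h with tracer, room temperature | Detection: Fluorescence polarization of the labelled Tn7 tracer | Controls: Aha-Tn7 high control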
UHRF1 MBD2 ctr: UHRF1 methylated DNA binding inhibitors, primary screen, counter-screen for MBD2 inhibitor project, biochemical, TR-FRET, human UHRF1, single concentration. inhibition, % at 4.4 µM. hit rate 0.75% among 370,000. AID 687016, 2013. UHRF1 binding to methylated oligo; in the data active = inhibition above about 21%;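 note: UHRF1 SRA domain binding a hemimethylated CpG hairpin DNA probe; 0% = median of test compound wells and 100% = reference inhibitor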
LEDGF integ inh: blockers of LEDGF/p75-dependent integrase strand transfer – biochemical, TR-FRET, high throughput, primary screen | TR-FRET IN-LEDGF/p75 DNA integration, Eu/Cy5 | inhibition, % at 3.7 µM | hit rate 0.64% among 370,000 | AID 743269, 2014;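 active = inhibition above the screen-wide mean plus 3 SD, cut at about 13% in these data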;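 note: signal is the Cy5 over europium emission ratio at 671 and 618 nm; 0% = plate median of compound wells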
MBD2 inh: inhibitors of MBD2 binding to methylated DNA, primary screen, biochemical, TR-FRET, DNA-binding domain, human | hit rate 0.31% among 370,000 | MBD2 binding to methylated oligonucleotide | inhibition, % at 4.4 µM; in the data active = inhibition above about 13%
proKLK7 act: proKLK7 zymogen activators, primary screen, biochemical, fluorescence intensity; purified proKLK7, EDANS-DABCYL substrate fluorescence; 100% is mature enzyme control, 0% vehicle; activation, % at 7 µM; hit rate 0.9% among 370,000;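 active = activation above the mean of all tested compounds plus 3 SD, computed per campaign excluding outliers beyond control limits, cut at about 13% in these data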
Target sequence (P49862 whole entry, looked up): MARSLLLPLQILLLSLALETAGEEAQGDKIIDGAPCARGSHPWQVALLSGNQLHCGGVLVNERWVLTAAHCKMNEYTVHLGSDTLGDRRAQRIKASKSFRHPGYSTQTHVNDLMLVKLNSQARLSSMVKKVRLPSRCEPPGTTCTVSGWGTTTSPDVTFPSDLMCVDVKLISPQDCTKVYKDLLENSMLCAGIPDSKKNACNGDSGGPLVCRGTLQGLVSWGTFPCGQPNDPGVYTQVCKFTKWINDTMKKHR
TDP2 inh: human TDP2 enzyme inhibitors, primary screen, biochemical, epi absorbance, recombinant enzyme; Tyrosyl-DNA phosphodiesterase 2 (Homo sapiens), O95551; T5PNP hydrolysis, p-nitrophenol absorbance 415 nm; inhibition, % at 12.8 µM; hit rate 0.34% among 370,000; AID 720702, 2013;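 active = inhibition above the mean of all tested compounds plus 3 SD, set per campaign, cut at about 25% in these data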;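 note: 0% = DMSO with enzyme and 100% = buffer with substrate but no TDP2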
Target sequence (O95551 whole entry, looked up): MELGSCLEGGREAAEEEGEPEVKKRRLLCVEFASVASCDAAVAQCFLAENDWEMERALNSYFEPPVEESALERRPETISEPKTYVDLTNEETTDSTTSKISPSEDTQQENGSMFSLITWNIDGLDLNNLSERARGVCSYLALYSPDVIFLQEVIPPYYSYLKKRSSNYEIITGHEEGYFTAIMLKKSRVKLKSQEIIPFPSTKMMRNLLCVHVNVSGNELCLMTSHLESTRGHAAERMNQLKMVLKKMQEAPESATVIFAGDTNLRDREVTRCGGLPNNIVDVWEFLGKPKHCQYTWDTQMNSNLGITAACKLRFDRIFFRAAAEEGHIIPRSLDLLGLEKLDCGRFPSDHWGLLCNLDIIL
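Material: recombinant human TDP2; quantity: TDP2 enzyme at 120 nM final; medium: Tris-HCl pH 7.5 with MgCl2; compound: single concentration, 12.8 µM nominal, with 1% DMSO; incubation: 2 h enzyme incubation at 37 °C; signal: epi absorbance; measure: percent inhibition; benchmarks: high control without enzyme, low control DMSO plus TDP2; repeats: singlicate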
PRMT1 FP inh: PRMT1 methyltransferase inhibitors, primary screen, biochemical, fluorescence polarization. hit rate 1.3% among 370,000. inhibition, % at 2.79 µM. AID 652257, 2013. recombinant PRMT1, activity-based probe fluorescence polarization;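 active = inhibition above about 21% made by adding two undisclosed values, limit read from the data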
Target sequence (Q99873 whole entry, looked up): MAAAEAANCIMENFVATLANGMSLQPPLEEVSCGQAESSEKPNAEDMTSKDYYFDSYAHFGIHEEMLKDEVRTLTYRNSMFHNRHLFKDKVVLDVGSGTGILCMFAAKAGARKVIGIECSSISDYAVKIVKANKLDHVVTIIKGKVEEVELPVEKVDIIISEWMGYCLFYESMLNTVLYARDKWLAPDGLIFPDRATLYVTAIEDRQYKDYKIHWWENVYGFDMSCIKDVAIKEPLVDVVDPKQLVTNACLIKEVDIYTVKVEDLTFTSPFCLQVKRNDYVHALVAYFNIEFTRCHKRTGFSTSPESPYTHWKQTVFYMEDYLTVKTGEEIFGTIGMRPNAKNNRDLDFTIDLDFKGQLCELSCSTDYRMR
Active calls of the source: *; . = not tested or not shown. No enrichment for hits, and some 4.6% of all compounds hit somewhere here.

SMILES	SIAE inh	Tn6 DDE FP	TCR-CD3 inh	DDE Tn7 FP inh	UHRF1 MBD2 ctr	LEDGF integ inh	MBD2 inh	proKLK7 act	TDP2 inh	PRMT1 FP inh
NS(=O)(=O)c1cc(C(=O)NCC2CCCCC2)ccc1Cl	4	9	1	4	-1	-3	0	-0.1	-8	0
COc1ccc(NC(=O)C2(C)Cc3c(-c4cccc(NC(C)=O)c4)ccnc3O2)cc1OC (stereo not given)	3	1	-11	-5	4	-2	4	-0.7	-7	2
CCSc1nnc(NC(=O)c2ccc(C)cc2)s1	-3	3	8	-5	0	1	-2	0.1	4	-2
CCOC(=O)c1sc(N(Cc2ccccc2)C(=O)CSc2nnc(C3CC3)n2N)nc1C	7	2	0	-2	10	0	-4	0.2	-6	-3
Cc1ccc(S(=O)(=O)N(C)C)cc1NC(=O)COC(=O)Cc1ccsc1	2	5	-11	-2	1	-3	5	-0.7	3	2
CC1(C)Cc2ccccc2-c2nnc(-c3ccccn3)n21	-3	1	1	-5	0	1	-4	-0.5	-2	2
CCOc1ccc(NC2OC(CO)C(O)C(O)C2O)c([N+](=O)[O-])c1 (stereo not given)	5	3	3	-1	-16	2	-16	-0.8	5	1
CCc1nc(OCc2ccccc2)c2sc3nc4c(cc3c2n1)COC(C)(C)C4	-2	-4	10	2	0	3	6	-0.6	-7	-2
Cc1ccccc1N1CC(c2nc3ccccc3[nH]2)CC1=O (stereo not given)	2	4	5	6	-1	0	-9	0.7	8	2
CCCCN1C(=O)C(=O)N(CC(=O)Nc2cc(S(=O)(=O)N(C)C)ccc2C)C1=O	-9	5	-5	-2	3	-2	4	-0.3	4	1
O=C1CC(c2cccc([N+](=O)[O-])c2)c2ccc3ccccc3c2N1 (stereo not given)	6	-10	-1	1	-2	-1	-2	-0.4	8	-1
CC(C)(C)c1ccc(C2(C)NC(=O)NC2=O)cc1 (stereo not given)	15	-3	3	5	-1	-3	2	-0.1	-4	0
CN(C)S(=O)(=O)c1cccc(NC(=O)C2Cc3ccccc3CN2C(=O)c2ccccc2)c1 (stereo not given)	-5	-8	-6	0	0	0	3	0.1	-1	0
CC(=O)N1c2ccc(S(=O)(=O)NCCc3ccccc3)cc2CC1C (stereo not given)	-5	-1	0	2	0	0	-1	0.1	-2	0
CCOc1cc(C(=O)Nc2ccccc2N2CCOCC2)ccc1OCC(=O)N1CCOCC1	3	3	4	2	-2	0	3	0.1	5	-1
COc1ccc(NC(=O)CCCc2ccccc2)c(OC)c1	1	4	4	0	-1	5	-5	-0.2	8	3
O=C(CC1NCCc2ccccc21)Nc1ccccc1Cl (stereo not given)	-5	-5	6	-3	1	1	2	-0.3	-2	-2
O=C(C1=C[C@@H](c2csc3ccccc23)C[C@@H](OCCCCO)O1)N1CCN(Cc2ccc3c(c2)OCO3)CC1	-2	-3	5	-4	1	-1	2	0.4	5	2
COc1ccc(N2CCN(C(=O)C3CCCN(S(=O)(=O)c4ccc(F)cc4)C3)CC2)cc1 (stereo not given)	10	-1	-4	0	-1	0	-4	0.2	5	-1
Cc1sc2ncnc(SCC(=O)Nc3cccc(S(N)(=O)=O)c3)c2c1C	-6	-3	2	-9	6	3	-1	0.3	-3	-3

Profiles as entered above. Order of values: SIAE inh, Tn6 DDE FP, TCR-CD3 inh, DDE Tn7 FP inh, UHRF1 MBD2 ctr, LEDGF integ inh, MBD2 inh, proKLK7 act, TDP2 inh, PRMT1 FP inh
COc1ccc(NC(=O)CCCc2ccccc2)c(OC)c1 is entered as 1, 4, 4, 0, -1, 5, -5, -0.2, 8, 3
O=C1CC(c2cccc([N+](=O)[O-])c2)c2ccc3ccccc3c2N1 (stereo not given) is entered as 6, -10, -1, 1, -2, -1, -2, -0.4, 8, -1

Next section:
SMILES	SIAE inh	Tn6 DDE FP	TCR-CD3 inh	DDE Tn7 FP inh	UHRF1 MBD2 ctr	LEDGF integ inh	MBD2 inh	proKLK7 act	TDP2 inh	PRMT1 FP inh
COc1nc(-c2ccccc2)c2cc(C)ccc2n1	-3	6	7	3	0	0	-7	13*	-9	-2
Cc1ccc(C(=O)NCC(=O)OCC(=O)/C=C2\N(C)c3ccccc3C2(C)C)cc1C	-6	4	-2	-2	-2	12	-3	-0.9	-5	-1
CCN(CC)C(=O)C1=C(C)N(Cc2ccc(C(C)(C)C)cc2)C(=O)C(CC(=O)NCc2cccs2)C1 (stereo not given)	4	4	-3	3	7	-4	0	-0.8	3	1
Cc1cc(C)c(C)c(S(=O)(=O)N2CCN(C(=O)CNC(=O)c3ccco3)CC2)c1C	-1	1	-4	-4	-3	-8	-3	-0.6	16	4
COc1ccc(N2C(=O)CC(SC(C)C)C2=O)cc1 (stereo not given)	-4	0	0	2	-1	-1	1	-0.1	11	0
Cc1cc(C(=O)OCC(=O)NCc2ccc3c(c2)OCO3)c2ccccc2n1	7	0	-4	1	-2	1	4	-0.1	2	-2
COc1cc(CN2CCNC(=O)C2CC(=O)N(C)CCC2CCOCC2)cc(OC)c1 (stereo not given)	4	2	-4	1	-3	1	2	-1.1	-1	2
NC(=S)N=Nc1c(O)n(CCCl)c2ccc(Br)cc12	-1	-5	0	-1	0	-3	2	-0.4	-3	12
Cc1cccc(Nc2ccc(NCc3ccccc3)nn2)c1	10	-5	1	-8	-2	-1	-5	0.2	5	-2
Cc1cc(NCC(c2ccccc2)c2ccccc2)n2ncnc2n1	5	6	2	4	-2	2	-6	-0.9	0	-2
O=C(O)CNCC1COc2ccccc2O1 (stereo not given)	8	-3	6	-2	2	2	1	-0.2	2	0
CC(C)c1cc(C(C)C)c(S(=O)(=O)NNC(=O)c2ccncc2)c(C(C)C)c1	4	6	8	4	0	1	0	0.4	8	0
COC(=O)c1ccc(/C=N/NC(=O)CCSc2nc3ccccc3s2)cc1	-4	0	1	5	-1	-2	-3	0.5	5	-2
O=C(NCC1OCCc2ccccc21)c1cc(COc2ccc(F)cc2Cl)on1 (stereo not given)	5	5	-5	-4	-2	2	-4	-0.1	-2	-1
COc1ccc(CNC(=O)C(=O)NC2CC(C)(C)NC(C)(C)C2)cc1	-8	5	-3	-4	0	4	1	0.2	-3	-4
O=C(CSc1nnc(NC(=O)c2ccccc2C(=O)O)s1)Nc1ccccc1Cl	1	-5	8	5	1	1	-2	-0.5	-3	1
Cc1ccc(C(C)NC(=O)c2cccs2)cc1C (stereo not given)	1	-6	2	4	-1	1	-2	-0.7	-8	-4
CN(C)CCC(O)c1ccccc1 (stereo not given)	-4	0	-1	-2	-1	-3	1	0.0	14	1
CC(=O)Nc1ccc(S(=O)(=O)N2CCC(NC(=O)C(Cc3cccn3C)NC(C)=O)CC2)cc1 (stereo not given)	-3	1	1	-7	0	-2	1	0.4	0	0
CCN1C(=O)/C(=C\c2cccs2)C(C(=O)OC)=C1C	3	-6	5	-10	-1	6	-2	0.7	3	3

Three entries out of the list, ordered by count of non-hydrogen atoms, falling:
SMILES	SIAE inh	Tn6 DDE FP	TCR-CD3 inh	DDE Tn7 FP inh	UHRF1 MBD2 ctr	LEDGF integ inh	MBD2 inh	proKLK7 act	TDP2 inh	PRMT1 FP inh
Cc1ccc(S(=O)(=O)N(C)C)cc1NC(=O)COC(=O)Cc1ccsc1	2	5	-11	-2	1	-3	5	-0.7	3	2
Cc1ccccc1N1CC(c2nc3ccccc3[nH]2)CC1=O (stereo not given)	2	4	5	6	-1	0	-9	0.7	8	2
COc1nc(-c2ccccc2)c2cc(C)ccc2n1	-3	6	7	3	0	0	-7	13*	-9	-2

(next part)
SMILES	SIAE inh	Tn6 DDE FP	TCR-CD3 inh	DDE Tn7 FP inh	UHRF1 MBD2 ctr	LEDGF integ inh	MBD2 inh	proKLK7 act	TDP2 inh	PRMT1 FP inh
CCOC(=O)O[C@]1(C(=O)COC(=O)CC)CC[C@H]2[C@@H]3CCC4=CC(=O)C=C[C@]4(C)[C@H]3[C@@H](O)C[C@@]21C	-3	-4	-1	2	0	-3	1	0.1	2	1
NC(=O)CC(NC(=O)Cc1cccc2ccccc12)c1ccc(NCCc2ccccc2F)c([N+](=O)[O-])c1 (stereo not given)	-11	-9	3	3	2	1	-4	1.1	4	-1
Cc1cnc(C)c(N(C)NC(=S)Nc2ccccc2)n1	-2	7	-6	1	1	16*	3	0.3	8	-1
CC1Cc2ccccc2N1C(=O)C1CCCN(S(=O)(=O)c2cccc3cccnc23)C1 (stereo not given)	1	8	-15	4	-1	-3	-3	0.0	2	-1
CN1C(c2ccccc2)=NO[C@]1(C)c1ccccc1	-2	5	5	4	-2	-4	3	-0.1	-17	2
O=S(=O)(/N=C/c1c(O)ccc2ccccc12)c1ccccc1	-5	3	1	0	-2	-1	0	0.3	5	-3
Cc1ccc(NC(=O)Cn2nnc(-c3ccncc3)n2)cc1C	1	-1	.	-8	-4	-2	3	0.2	0	-3
Cc1c(C)n(CCC#N)c2ccccc12	8	8	4	3	-1	-6	-1	-0.3	2	6
COc1ccc(C(=O)Nc2ccc(O)cc2C(=O)O)cc1	-1	-2	-2	2	-1	3	-2	0.7	2	2
Fc1cccc(Cl)c1CSc1nnc(CN2CCOCC2)n1-c1ccccc1	3	5	0	2	1	1	-2	0.0	-2	-1
COc1ccc(OC)c(NC(=O)c2ccc(N3C(=O)C4CC=C(C)CC4C3=O)cc2)c1 (stereo not given)	-6	-9	-3	-3	1	-3	2	0.1	3	1
COc1ccc(/C=N/Nc2cc(C)nc(-n3nc(C)cc3C)n2)cc1	-11	-8	6	2	-7	13	0	-1.6	0	-3
CCOC(=O)c1ccc(NC(=O)Nc2ccon2)cc1	-2	-6	1	0	-1	-2	-1	-0.6	8	-1
CCOc1ccc(/C=N/NC(=O)c2csc(C)c2C)c(OCC)c1	2	-1	-1	-9	-3	4	-1	-0.5	5	-5
CC(C)Oc1cccc(C(=O)NC(=S)Nc2cccnc2)c1	3	0	3	6	0	-3	5	0.1	-11	-4
CC1CC(C)CN(S(=O)(=O)c2ccc(C(C)(C)C)cc2)C1 (stereo not given)	-4	3	-7	1	5	-5	-2	-0.4	-7	1
NC(=O)C1(N2CCCCC2)CCN(C(=S)NC2CCCC2)CC1	-4	-1	3	1	-1	-4	-9	-0.2	-6	-3
Cc1ccccc1NC(=O)c1ccc(NC(=O)C2CC(=O)OC23CCCCC3)cc1 (stereo not given)	-2	-7	-3	-6	-1	-3	-1	-0.2	-4	3
COc1ccc(S(=O)(=O)N2CCN(Cc3ccc4c(c3)OCO4)CC2)cc1	2	2	4	0	1	0	1	0.8	9	-1
COc1ccc(C)cc1S(=O)(=O)Nc1ccc(F)cc1	-1	3	-1	5	2	0	1	-0.3	2	-1

Screening results from PubChem BioAssay.
